# Anesthetic bind: binds horse apoferritin like a general anesthetic | P02791 | apoferritin/1-aminoanthracene competitive binding, fluorescence | Potency, µM (titrated, usually from 77.5 µM), without a hit: at the highest dose activity change, negative = displacement, most hits filed as inhibitors | actives 0.074% (n = 350,000); note: potency is the fitted concentration of half-maximal effect; % is set by controls: 0 for no effect and ±100 for the full control effect; nearly all actives have a fitted effect of over 20% in size
# Target sequence (P02791 2-175 limits assumed): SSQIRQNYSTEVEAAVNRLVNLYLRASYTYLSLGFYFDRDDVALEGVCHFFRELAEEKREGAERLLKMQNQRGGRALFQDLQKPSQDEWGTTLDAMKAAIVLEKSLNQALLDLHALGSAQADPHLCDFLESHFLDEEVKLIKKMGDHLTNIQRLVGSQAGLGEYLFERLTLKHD
#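 Concentration-response curves derived by four-parameter Hill fitting of normalized fluorescence, where compounds displaced 1-AMA from 10 uM horse apoferritin following a brief 10 min room-temperature incubation; propofol titration acted as positive control.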
# TRHR ag: activates the human TRH receptor. P34981. TRHR cells, calcium flux fluo-8, FDSS agonist mode. activation, % at 2 µM. actives 0.18% (n = 360,000); in the data active = activation above about 30%; note: 0% is about no effect
# Target sequence (P34981 whole entry, looked up): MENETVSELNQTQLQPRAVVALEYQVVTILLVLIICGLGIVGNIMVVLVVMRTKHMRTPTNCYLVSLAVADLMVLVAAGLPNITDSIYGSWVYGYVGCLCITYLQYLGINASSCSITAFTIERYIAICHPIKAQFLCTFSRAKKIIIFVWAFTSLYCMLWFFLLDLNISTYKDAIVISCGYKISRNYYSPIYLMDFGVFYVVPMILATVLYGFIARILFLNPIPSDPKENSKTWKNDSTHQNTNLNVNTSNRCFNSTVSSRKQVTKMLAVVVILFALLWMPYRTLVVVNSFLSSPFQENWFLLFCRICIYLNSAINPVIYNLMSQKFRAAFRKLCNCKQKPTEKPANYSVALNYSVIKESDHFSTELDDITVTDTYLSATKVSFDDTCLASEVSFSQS
#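 Read-out: compound-evoked intracellular calcium rise in TRHR cells, fluo-8 dye, kinetic FDSS fluorescence at 1 s/cycle following a 10-cycle baseline. Cells cultured overnight before dye loading (30 min–1.5 h, RT).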
# APEX1 inh: APE1 (human) endonuclease inhibition; recombinant APE1, TAMRA/BHQ-2 abasic DNA cleavage fluorescence; actives 0.35% (n = 350,000); Potency, µM (doses to about 65.8 µM), without a hit: at the highest dose activity change, negative = inhibition, usual class: inhibitors; P27695;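 note: potency is the fitted concentration of half-maximal effect; plate controls were vehicle for no effect and reference inhibitor for full effect; nearly all actives have a fitted effect of over 55% in size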
# Target sequence (P27695 whole entry, looked up): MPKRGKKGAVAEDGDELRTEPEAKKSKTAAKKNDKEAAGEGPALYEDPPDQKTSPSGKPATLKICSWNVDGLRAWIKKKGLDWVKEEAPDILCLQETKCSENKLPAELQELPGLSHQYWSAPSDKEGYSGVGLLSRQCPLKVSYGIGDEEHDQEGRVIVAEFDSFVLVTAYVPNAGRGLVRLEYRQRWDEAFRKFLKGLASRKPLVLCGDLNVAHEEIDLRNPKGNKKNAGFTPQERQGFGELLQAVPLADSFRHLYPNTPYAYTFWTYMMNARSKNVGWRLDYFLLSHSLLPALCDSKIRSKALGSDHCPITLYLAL
#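 Incision of a quenched TAMRA/BHQ-2 THF abasic-site duplex (50 nM) by 0.75 nM APE1, after 15 min compound preincubation, measured as fluorescence increase over three 60 s reads. Values normalized to buffer, DMSO and NSC13755 control wells.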
# ERG-DNA inh: ERG Ets/DNA interaction inhibition. P11308. fluorescence polarization, His-ERG Ets domain / labelled DNA. Potency, µM (titrated, usually from 76.9 µM), for the others: at the highest dose FP activity, negative = inhibition, usual class: inhibitors. actives 0.028% (n = 370,000). AID 624246; active = well fitted inhibition curve with a large enough effect in the polarisation, with a control signal flat; inconclusive = small, poorly fitted or top-dose-only effect, or effect the other way, or a change in a side signal; inactive = no such curve, though single readings can be large or run the other way; the % refers to the polarisation;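 note: polarization taken with two DNA probes labelled with fluorescein and Texas red; potency is the fitted concentration of half-maximal effect; % of control where 0% means no effect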
#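 His-tagged ERG Ets domain (1 uM in the protein solution; 300mM KCl, 50mM Tris-HCl, 1mM EDTA, 1mM DTT, pH 7.5) received compound, then a probe mix of 5 nM fluorescein-DNA and 100nM Texas-615-DNA. Fluorescence polarization was read for both dyes.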
# BLM helicase inh: blocks DNA unwinding by human BLM helicase. actives 0.2% (n = 350,000). P54132. recombinant BLM DNA unwinding, fluorescence dequenching. Potency, µM (top dose mostly 56.1 µM), without a hit: at the top dose activity change, negative = inhibition, usual class: inhibitors;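 note: potency is the fitted concentration of half-maximal effect; plate controls were vehicle for no effect and no enzyme for full effect; nearly all actives have a fitted effect of over 35% in size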
# POLK inh: blocks human DNA polymerase kappa activity. Potency, µM (top dose mostly 107 µM), for the others: at the top dose activity, negative = inhibition, hits mostly inhibitors. purified Pol kappa, fluorescent DNA synthesis assay, 10 min. Q9UBT6. actives 0.53% (n = 400,000); note: potency is the fitted concentration of half-maximal effect; % is set by controls: 0 for no effect and ±100 for the full control effect
#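 Activity was followed as the change in fluorescence between reads at 0 and 10 min after starting the reaction with 50 nM substrate. Beforehand, 10 nM polymerase had been preincubated with compound for 15 min at room temperature.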
# POLB inh: blocks human DNA polymerase beta activity; P06746; Pol beta primer extension/strand displacement, fluorescence kinetic; Potency, µM (series often up to 114 µM), without a hit: at the highest dose activity change, negative = inhibition, most hits filed as inhibitors; actives 1.3% (n = 340,000); note: potency is the fitted concentration of half-maximal effect; % is set by controls: 0 for no effect and ±100 for the full control effect
#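 Kinetic readout of DNA synthesis with strand displacement by Pol beta. Compound and 10 nM enzyme sit 15 min at room temperature; 50 nM substrate starts the reaction, read immediately and at 10 min.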
# 12-LOX inh: inhibitors of human 12S-lipoxygenase ALOX12; Potency, µM (highest dose often 108 µM), without a hit: at the highest dose activity change, negative = inhibition, most hits filed as inhibitors; purified 12hLO, xylenol orange hydroperoxide absorbance; actives 1.1% (n = 580,000); P18054; note: potency is the fitted concentration of half-maximal effect; % is set by controls: 0 for no effect and ±100 for the full control effect
#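 Hydroperoxide product was detected by ferrous iron/xylenol orange as the 573 to 405 nm absorbance ratio. Arachidonic acid at 40 uM (final) was turned over for 30 min at room temperature by 150 nM human 12hLO, pH 7.0 Hepes buffer, after 15 min compound preincubation.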
# POLI inh: inhibitors of human DNA polymerase iota | AID 588590 | Potency, µM (top dose mostly 115 µM), for inactives: top-dose activity, negative = inhibition, actives largely listed as inhibitors | actives 1% (n = 390,000) | Q9UNA4 | Pol iota fluorescent replication assay, 10 min; note: potency is the fitted concentration of half-maximal effect
#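 Fluorescent replication assay read twice, at 0 min and 10 min after adding 50 nM (final) substrate. Enzyme (10 nM) and compounds were first incubated 15 min at room temperature; enzyme-free buffer wells were negative controls.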
# * = called active by the depositor; i = inactive; u = inconclusive; x = no result given; & = joins results of further samples; [ ] = dose if it differs, or a comment. Unless noted, calls come from the whole dose curve; as a rule, active = well fitted curve in the direction sought with a large enough effect; inconclusive = small, poorly fitted or top-dose-only effect, or another doubt; inactive = no such curve, though single readings can be large; an effect the other way counts as inactive or inconclusive.
SMILES,Anesthetic bind,TRHR ag,APEX1 inh,ERG-DNA inh,BLM helicase inh,POLK inh,POLB inh,12-LOX inh,POLI inh
CN(c1ccccc1C(=O)O)S(C)(=O)=O,-7%,-0.2,-3%,4%,-1%,2%,6%,-10%,24%
Cc1cc(C)n(-c2ccc(F)cc2CN2CCN(C3CCCC3)C(CCO)C2)n1 (stereo not given),-6%,0.1,-9%,0%,2%,-12%,11%,2%,47%[activator]
O=C(Nc1cc(SCC(O)CO)cc([N+](=O)[O-])c1)c1ccc(-n2cnnn2)cc1 (stereo not given),-6%,1.2,0%,4%,-12%,-29%,u,-24%,u
CC1CCCN(C(=O)CN2C(=O)c3ccccc3S2(=O)=O)C1 (stereo not given),x,0.7,15%,4%,x,2%,x,1%,-10%
CCSc1nc2c(cnn2-c2ccccc2)c(=O)n1N,-5%,0.3,2%,0%,-3%,-10%,-1%,464%[activator],65%[activator]
COc1ccc(Cn2nnnc2C(c2cc3ccc(OC)cc3[nH]c2=O)N2CCC(C)CC2)cc1 (stereo not given),u,2.1,3%,-27%,-8%,-19%,0%,u,-1%
Cn1cc(CN2CCC(n3nccc3NC(=O)CCc3ccccc3)CC2)cn1,-12%,0.8,0%,-10%,3%,-15%,1%,2%,22%
CC(C)(C)OC(=O)N1CCC(c2c(C(=O)NC3CCCCC3)cnn2-c2ccc(F)cc2F)CC1,u,-1.2,x,1%,-2%,-6%,-8%,-23%,17%
COCCNC(=O)c1ccc(C2SCC(=O)N2CCc2ccccc2)cc1 (stereo not given),-7%,0.9,16%,-12%,-5%,3%,23%,2%,u
CCn1c2ccccc2c2cc(NS(=O)(=O)c3ccc(C)cc3)ccc21,8%,0.4,8%,-3%,-8%,-2%,20%,-7%,4%
Cc1ccc2nc3c(cc2c1)c(NC(=O)C1CCCO1)nn3CC(C)C (stereo not given),6%,-0.4,1%,-4%,-2%,0%,0%,0%,8%
CC1Cc2cc(S(=O)(=O)CCC(=O)Nc3ccc(F)cc3Cl)ccc2N1C(=O)C1CC1 (stereo not given),-12%,-0.6,x,u,-1%,5%,2%,-12%,22%
CN(CC(=O)Nc1cccc(F)c1)C(=O)Cn1c(=O)cnc2ccccc21,x,-0.1,22%,-1%,x,2%,x,0%,23%
COc1ccc(CC(=O)NCc2n[nH]c(=S)n2-c2cccc(Cl)c2)cc1,-9%,0.4,-2%,1%,-1%,-5%,15%,-8%,-7%
CC1C/C=C/C=C/C=C/C=C/C(O[C@@H]2O[C@H](C)[C@@H](O)[C@H](N)[C@@H]2O)CC2OC(O)(CC(O)CC3OC3/C=C/C(=O)O1)CC(O)C2C(=O)O (stereo not given in full),0%,0.2,6%,x,-1%,x,-2%,4%,x
Cc1ccc(CCN2CC(C(=O)NCCCN3CCCCC3)CC2=O)cc1 (stereo not given),-3%,0.5,44%[activator],7%,0%,-1%,81%,5%,-5%
COc1ccc(-c2ccc(SCC(=O)Nc3nnc(C)s3)nn2)cc1,4%,-0.7,1%,2%,4%,-1%,1%,-11%,2%
Cc1cc(C(C)(C)C)ccc1OCCN1CCCC1,u,1.6,12%,-13%,2%,-10%,-5%,u,32%[activator]
Cc1ccccc1Oc1nc2ccccc2n2cnnc12,-3%,-0.5,-6%,10%,-5%,2%,-2%,0%,41%[activator]
O=C(Nc1ccc(CN2CCOCC2)cc1)c1ccc(-c2cccc(Cl)c2)o1,u,-1.1,-6%,-9%,-5%,-27%,-1%,-19%,12%
CCCCCC(=O)NCC(C)NC(=O)CCCCC (stereo not given),-14%,-0.5,7%,-8%,-5%,-4%,20%,-1%,32%[activator]
COc1ccc(-c2nc3ccccc3o2)cc1NC(=O)CSc1ccc(Cl)cc1,-6%&0%,0.1&0.4,4%,-4%&3%,-9%&-4%,2%&-5%,5%,u,5%&81%
CC(C)CC1C(C#N)=C(N)Oc2n[nH]c(-c3cccs3)c21 (stereo not given),2%,0.2,1%,6%,-2%,-5%,0%,u,u
COc1cc(NC(=S)Nc2ncccc2C)cc(OC)c1OC,-6%,-0.2,5%,5%,-4%,-1%[60.1 µM],-26%,16µM*,90%[activator]
CCc1cc(C(=O)NCC2CCCO2)sc1C (stereo not given),-5%,0.8,-19%,1%,1%,-7%,1%,i,45%[activator]
Clc1ccc(CSc2nnc3c(n2)[nH]c2ccccc23)cc1,101%[activator],0.8,0%,1%,-8%,2%,0%,0%,15%
CCCC(c1c(C)n(C)n(-c2ccccc2)c1=O)c1c(C)n(C)n(-c2ccccc2)c1=O,-14%,0.1,-3%,0%,1%,-4%,u,0%,u
COc1ccc(C(=O)N2CCN(C(=O)C3COc4ccccc4O3)CC2)cc1OC (stereo not given),-7%,0.6,6%,-1%,0%,-23%,-5%,1%,9%
CN(CC(=O)Nc1ccccc1Cl)C(=O)COC(=O)CN1C(=O)NC2(CCCC2)C1=O,0%,2.0,51%[activator],0%,0%,-2%,1%,2%,u
Cc1ccc(-c2nnc(-c3cccnc3)o2)cc1,-7%,-0.3,-6%,-11%,5%,-7%,64%,0%,14%
CC(=O)N1CCN(CCN=CC2=C(O)CC(c3cccs3)CC2=O)CC1 (stereo not given),9%,0.9,-1%,-3%,2%,-9%,-16%,-3%,12%
COc1ccc(NC(=O)c2cc3cc(C)ccc3n2C)c(OC)c1,-6%,-0.1,8%,-3%,-1%,1%,-2%,-9%,95%[activator]
Cc1cccc(NC(=O)CSc2nc3c(c(=O)[nH]2)CCC3)c1C,-11%,0.4,3%,2%,-2%,-6%,45%,-4%&-22%,7%
O=[N+]([O-])c1ccc(CSc2nnc(-c3cnccn3)o2)cc1,-12%,-0.9,1%,-9%,-1%,-4%,-1%,-14%,14%
O=C(Nc1cccc(F)c1)c1ccc(Cn2cc([N+](=O)[O-])cn2)o1,-4%,-1.5,13%,-3%,-8%,-4%,14%,6%,20%
Cc1ccc(NC(=S)N/N=C/c2cccn2Cc2ccccc2F)cc1,106%[activator],0.3,-1%,14%,-1%,-17%,1%,0%,-3%
Cc1ccc(C(=O)C2=C(O)C(=O)N(CCCN(C)C)C23C(=O)N(C)c2ccccc23)o1 (stereo not given),-8%,-0.6,-1%,x,0%,0%,-13%,-2%,-12%
O=C(/C=C/c1c(F)cccc1Cl)Nc1nn[nH]n1,-5%,0.4,-11%,9%[15.4 µM],-2%,-5%,-2%,u,21%
O=c1cc(N2CCC(Cc3ccccc3)CC2)[nH]c(=O)n1C1CCCCC1,-7%,-0.2,-12%,-4%,-3%,-7%,24%,0%,7%
O=S(=O)(CCSc1ccccn1)c1nc2ccccc2s1,-12%,0.0,4%,0%,-7%,12%,16%,-11%,u
CC(C)[C@H](CN1CCC[C@H]1CN1C(N)=NC[C@@H]1Cc1ccccc1)N1C[C@@H](Cc2ccccc2)N(CCc2ccc(Cl)c(Cl)c2)C1=N,x,x,-9%,13%,x,-16%,x,x,u
Cc1cc(NC(=O)CN2CCC(O)CC2)nc2c1c(=O)oc1ccccc12,-7%,0.4,x,1%,31%[activator],-19%,0%,0%,15%
CCOc1cc(N2CCOCC2)c(OCC)cc1NC(=O)CSc1nccc(C)n1,8%,0.2,-3%,-9%,1%,-7%,0%,0%,16%
CCc1ccc(NC(=O)c2cnc3sc(N4CCCC4)nn3c2=O)cc1,-5%,0.7,x,8%,-2%,-16%,31%,-19%,-3%
COc1ccc2c(CC(=O)OCC(=O)c3ccccc3OC)coc2c1,u,0.3,-7%,-2%,-10%,-18%,3%,0%,3%

# 5 records drawn at random from the list so far:
SMILES,Anesthetic bind,TRHR ag,APEX1 inh,ERG-DNA inh,BLM helicase inh,POLK inh,POLB inh,12-LOX inh,POLI inh
CCOc1cc(N2CCOCC2)c(OCC)cc1NC(=O)CSc1nccc(C)n1,8%,0.2,-3%,-9%,1%,-7%,0%,0%,16%
Cc1cccc(NC(=O)CSc2nc3c(c(=O)[nH]2)CCC3)c1C,-11%,0.4,3%,2%,-2%,-6%,45%,-4%&-22%,7%
Cc1cc(NC(=O)CN2CCC(O)CC2)nc2c1c(=O)oc1ccccc12,-7%,0.4,x,1%,31%[activator],-19%,0%,0%,15%
Cc1ccc(NC(=S)N/N=C/c2cccn2Cc2ccccc2F)cc1,106%[activator],0.3,-1%,14%,-1%,-17%,1%,0%,-3%
COc1ccc2c(CC(=O)OCC(=O)c3ccccc3OC)coc2c1,u,0.3,-7%,-2%,-10%,-18%,3%,0%,3%

# Next compounds.
SMILES,Anesthetic bind,TRHR ag,APEX1 inh,ERG-DNA inh,BLM helicase inh,POLK inh,POLB inh,12-LOX inh,POLI inh
CCOCCCNC(=O)C1CCCCN1S(=O)(=O)c1ccc(F)cc1 (stereo not given),-3%,-0.4,0%,0%,-2%,-16%,17%,-2%,1%
CNCCOCC(O)CSc1ccccc1 (stereo not given),-10%,0.1,0%,5%,2%,-4%,-29%,-10%,-6%
Cc1c(C(=O)/C=C/N(C)C)nnn1-c1ccc(Cl)c(Cl)c1,-5%,1.2,-4%,8%,-10%,-8%,10%,u,u
Cc1ccc(C)c(CN2CCN(c3ncccn3)CC2)c1,0%,0.0,2%,0%,-14%,-1%,1%,u,9%
CCOC(=O)COc1nc(-c2ccco2)cc(-c2ccco2)c1C#N,-6%,-0.5,-1%,-2%,-22%,u,u,-1%,50µM*
CCSCCOC(=O)C1=C(C)NC(=O)NC1c1cc(OC)ccc1OC (stereo not given),0%,2.2,-2%,-10%,-1%,-16%,30%,39%[activator],4%
Cc1onc(-c2ccccc2Cl)c1C(=O)OCC(=O)c1ccc2c(c1)OCCO2,-12%,-0.7,7%,-6%,-7%,-7%,-23%,0%,0%

# Only part of the results is shown. The share of hits here may be higher or lower than overall.
